ER stress death: protection against thapsigargin ER stress killing – CSM14.1 cells, ATP luminescence, primary screen; relative survival (cellular ATP), % at 15 µg/mL (by protocol); CSM14.1 thapsigargin ER stress survival; actives 0.33% (n = 48,000); AID 1010, 2008;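 active = survival measured by cellular ATP above 50% at 15 µg/ml in the first screen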;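 note: cell death triggered by about 15 µM thapsigargin; ATP read 24 h after thapsigargin was added; plate controls were thapsigargin with DMSO for no effect and DMSO without thapsigargin for full effect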
The depositor's hits bear a star. These rows are one share of the data; count on the stated rates, not on these rows.

What do the screens show for `O=C1C2C3C=CC(C4CC34)C2C(=O)N1c1cccc(Cl)c1` (configuration not stated)?
ER stress death: -1

What do the screens show for `CC(C)NC(=O)c1cccc([N+](=O)[O-])c1`?
ER stress death: 1

Results for O=C1N/C(=C\c2ccc(O)cc2)C(O)=C1C=NCc1ccccc1 ?
ER stress death: -5

What do the screens show for `COC(=O)c1ccc(C(c2ccc(C(=O)OC)cc2)(C(F)(F)F)C(F)(F)F)cc1`?
ER stress death: -1

Results for O=C(COc1ccccc1Cl)NNC(=O)c1ccccc1I ?
ER stress death: 7

What do the screens show for `O=[N+]([O-])c1cc2c(cc1C=Nc1ccc(F)cc1)OCO2`?
ER stress death: 0

What do the screens show for `Cc1cc(C(=O)N/N=C/c2ccc(Br)c([N+](=O)[O-])c2)n[nH]1`?
ER stress death: 1

What do the screens show for `CCOC(=O)C(CCOCCOc1cc(C)c(Cl)c(C)c1)C(=O)OCC`?
ER stress death: -1

What do the screens show for `Cc1c(C(=O)NS(=O)(=O)c2ccccc2Cl)c(=O)n(-c2ccccc2)n1C`?
ER stress death: -1

What do the screens show for `O=[N+]([O-])c1ccc(Cl)c(/C=N/Nc2nc3ccccc3s2)c1`?
ER stress death: 5

What do the screens show for `COc1cc2c(cc1NC(=O)CCC1CCCC1)oc1ccccc12`?
ER stress death: 5

What do the screens show for `O=C1C2C3C=CC(CC3)C2C(=O)N1/N=C/c1cccs1` (configuration not stated)?
ER stress death: 4

Results for COc1ccc(NC(=O)c2cc3n(n2)C(C(F)(F)F)CC(c2ccco2)N3)c(OC)c1 (configuration not stated) ?
ER stress death: -11

How did Cc1ccc2c(C)nc(Nc3nc(-c4ccccc4)cc(=O)[nH]3)nc2c1 do in these assays?
ER stress death: 4

Results for Oc1ccc(/C=N/Nc2cc(N3CCCC3)nc(N3CCCC3)n2)cc1O ?
ER stress death: 0

How did COC(OC)c1cn(-c2ccccc2)nc1-c1ccccc1 do in these assays?
ER stress death: 8

Results for COc1ccc(NC(=O)O/N=C\c2ccc(N(C)C)cc2)cc1 ?
ER stress death: 0

What do the screens show for `CCOC(=O)C(C)Oc1ccc2c(=O)c(-c3ccccc3OC)coc2c1` (configuration not stated)?
ER stress death: 11

Results for CCOC(=O)c1ccc(NC(=O)c2cc(Cl)ccc2Cl)cc1 ?
ER stress death: 2

Results for CN1C(=O)C(=Cc2ccc(N(C)C)c(Br)c2)C(=O)N(C)C1=O ?
ER stress death: 2

Results for O=[N+]([O-])c1cc(Cl)ccc1N1CCN(CCO)CC1 ?
ER stress death: 1

Results for Cc1ccc(C(=O)N/C(=C/c2ccc(Br)cc2)C(=O)NCC(=O)O)cc1 ?
ER stress death: 9

What do the screens show for `CCN(CC)c1ccc(C=Nc2ccc(I)cc2)c(O)c1`?
ER stress death: 0

Results for NCCCSc1nc2c(c(=O)n1Cc1ccccc1)C1(CCCCC1)Cc1ccccc1-2 ?
ER stress death: -12

What do the screens show for `COc1ccccc1CN1CCN(Cc2ccco2)CC1`?
ER stress death: 2

Results for COc1ccc(NC(=O)CN(c2ccc(Br)cc2)S(C)(=O)=O)cc1 ?
ER stress death: 12

What do the screens show for `CC(=O)/C=C(\C)NC(=O)c1sc2ccccc2c1Cl`?
ER stress death: -3

What do the screens show for `O=C(/C=C/c1ccccc1)n1nnc2ccccc21`?
ER stress death: 9

Results for CCN(CC)c1ccc(/C=N/NC(=O)c2cc(-c3ccc(Cl)cc3)n[nH]2)cc1 ?
ER stress death: 7

How did Cc1nn(C2CCCCC2)c(N)c1-c1ccccc1 do in these assays?
ER stress death: 0

What do the screens show for `O=c1nc(SCc2ccccc2Cl)sc2ccccc12`?
ER stress death: 12

What do the screens show for `CCc1c(C)nc2c(C)c(-c3ccc(C)cc3)[nH]n2c1=O`?
ER stress death: 6

How did Cn1c(O)c(C=NCc2ccc(Cl)c(Cl)c2)c(=O)n(C)c1=O do in these assays?
ER stress death: 2

How did CCSc1nc(NN)c2c3c(sc2n1)CN(C)CC3 do in these assays?
ER stress death: -3

Results for CC1=CC(C)(C)N(Cc2ccc([N+](=O)[O-])cc2)c2ccc(C)cc21 ?
ER stress death: -4

Results for COc1cc(C(=O)N2CCN(C3CCCC3)CC2)cc(OC)c1OC ?
ER stress death: 1

What do the screens show for `O=C1c2cccc([N+](=O)[O-])c2C(=O)N1c1nc(-c2ccccc2)cs1`?
ER stress death: 6

What do the screens show for `COc1cc(N/N=C(\C)c2ccc(I)cc2)ncn1`?
ER stress death: 6

What do the screens show for `Cc1c(N2C(=O)CSC2c2ccccc2Cl)c(=O)n(-c2ccccc2)n1C` (configuration not stated)?
ER stress death: -2

What do the screens show for `COC(=O)C1=C(C)NC2=C(C(=O)CC(C)(C)C2)C1c1ccccc1I` (configuration not stated)?
ER stress death: 11

What do the screens show for `COc1ccc(Cl)cc1/C=C(/C#N)C(=O)Nc1cccc(Br)c1`?
ER stress death: 0

What do the screens show for `CN(C)C(=O)/C(C#N)=C\c1ccc(-c2ccc(S(N)(=O)=O)cc2)o1`?
ER stress death: 11

Results for O=C(NCC1CCCO1)c1ccc(Cl)cc1 (configuration not stated) ?
ER stress death: 3

What do the screens show for `O=C1N2CN(C(c3ccccc3)c3ccccc3)CN=C2SC1(CO)CO`?
ER stress death: -4

Results for Cc1cc(Nc2ccccc2)nc(N)n1 ?
ER stress death: 7

Results for CC(/C=N\NC(=O)c1cc(C(C)(C)C)[nH]n1)=C\c1ccccc1 ?
ER stress death: 2

What do the screens show for `COc1ccc(CC(=O)NN2C(=O)c3ccccc3C2=O)cc1`?
ER stress death: 6

What do the screens show for `Cc1ccc(C(=O)Nc2sc3c(c2C#N)CCCCCC3)o1`?
ER stress death: 4

Results for O=S(=O)(CCc1nc2ccccc2o1)c1ccc2ccccc2c1 ?
ER stress death: 7

What do the screens show for `O=C(COc1ccccc1)Nc1nnc(Cc2ccccc2)s1`?
ER stress death: 10

Results for Cc1cccc(-c2cc(NC(=O)c3ccccc3[N+](=O)[O-])n[nH]2)c1 ?
ER stress death: 2

How did Fc1ccc(-c2nnc(-c3ccc(Cl)cc3)o2)cc1 do in these assays?
ER stress death: -1

How did O=C(Nc1nc(-c2ccc([N+](=O)[O-])cc2)cs1)C1CC1c1ccccc1 (configuration not stated) do in these assays?
ER stress death: 11

What do the screens show for `CCOC(=O)c1c(NC(=O)c2ccc(OC(C)C)c(OCC)c2)sc2ccccc12`?
ER stress death: 1

Results for O=c1/c(=C/c2cccc(Br)c2)sc2nc3cc(Br)cnc3n12 ?
ER stress death: 8

How did COc1cc(C2/C(=C(\O)c3ccccc3)C(=O)C(=O)N2c2cccnc2)ccc1O (configuration not stated) do in these assays?
ER stress death: 0

How did CCc1ccc(/C(C)=N/Nc2nc(-c3ccccc3)nc(C)c2C)cc1 do in these assays?
ER stress death: 17

Results for O=C(/C=C/c1ccccc1)NC(=S)Nc1cc(Cl)ccc1Cl ?
ER stress death: 7

What do the screens show for `COc1cccc(CN2CCN(Cc3ccccc3[N+](=O)[O-])CC2)c1OC`?
ER stress death: -6

What do the screens show for `Cc1ccc(N2NC(=O)/C(=C/c3ccc4c(c3)OCO4)C2=O)cc1Cl`?
ER stress death: 9

What do the screens show for `CC(=O)C1=C(O)C(=O)N(CCN2CCNCC2)C1c1ccc(Br)cc1` (configuration not stated)?
ER stress death: 6

How did CCC(=O)NC(Nc1ccc(F)c(Cl)c1)(C(F)(F)F)C(F)(F)F do in these assays?
ER stress death: -6

Results for O=C1NC(=O)N(c2ccccc2)C(=O)/C1=C\c1ccc(-c2ccc([N+](=O)[O-])cc2)o1 ?
ER stress death: 0

What do the screens show for `Cc1ccc(N(CC(=O)Nc2cccc3cccnc23)S(=O)(=O)c2ccc(C)cc2)cc1`?
ER stress death: 1

How did CCOc1ccc(NC(=O)c2sc3ccccc3c2Cl)c([N+](=O)[O-])c1 do in these assays?
ER stress death: 3

What do the screens show for `CC(=O)C1=C(O)C(=O)N(CCN2CCNCC2)C1c1cccc(F)c1` (configuration not stated)?
ER stress death: 8

How did CCOc1ccc(N2C(=O)/C(=C/c3ccc(C(=O)O)cc3)SC2=S)cc1 do in these assays?
ER stress death: 10

Results for O=C1C(=O)N(c2nccs2)C(c2cccc(Br)c2)/C1=C(\O)c1ccc(Cl)cc1 (configuration not stated) ?
ER stress death: 3

What do the screens show for `Cc1ccc(OCC(=O)N/N=C\c2ccc(-c3ccc([N+](=O)[O-])cc3)o2)cc1`?
ER stress death: 2

Results for Cc1ccc(N2CCN(C(=S)c3ccc(-c4cccc([N+](=O)[O-])c4)o3)CC2)cc1 ?
ER stress death: 7

How did CCOc1ccc(-c2cc(C(=O)Nc3ncn[nH]3)c3ccccc3n2)cc1 do in these assays?
ER stress death: 4

What do the screens show for `COc1ccccc1NC(=S)NC(=O)c1ccc(Cl)cc1`?
ER stress death: 4

What do the screens show for `COc1ccc(S(=O)(=O)N2CCN(c3ccc(Cl)cc3)CC2)cc1`?
ER stress death: 3

Results for O=C(COc1ccc2ccccc2c1)N1CCN(C(=O)c2cccs2)CC1 ?
ER stress death: 7

What do the screens show for `O=C(/C=C/c1ccc2c(c1)OCO2)n1nnc2ccccc21`?
ER stress death: -2

What do the screens show for `C/C(=N\N)C1(O)CCC2C3CCC4=C/C(=N\N)CCC4(C)C3CCC21C` (configuration not stated)?
ER stress death: 14

Results for COc1ccc(/C=C/C(=O)Nc2ccc(C)c([N+](=O)[O-])c2)cc1OC ?
ER stress death: 3

What do the screens show for `CCN1C(=O)/C(=C\c2cn(CCOc3ccccc3C)c3ccccc23)SC1=S`?
ER stress death: 4

What do the screens show for `Cc1nn(Cc2ccccc2)c(N)c1-c1ccccc1`?
ER stress death: 1

What do the screens show for `O=c1[nH]cnc(O)c1C(c1ccc(F)cc1)c1c(O)nc[nH]c1=O`?
ER stress death: 9

What do the screens show for `Cc1cc(NC(=O)C(C)C)ccc1NC(=O)c1cccs1`?
ER stress death: 3

What do the screens show for `Cc1ccc2c(Cl)c(C(=O)N3CCN(C)CC3)sc2c1`?
ER stress death: -3

Results for Cc1ccc(NC(=O)/C=C/c2ccccc2)c([N+](=O)[O-])c1 ?
ER stress death: 0

How did COc1cccc(-c2csc(-c3cc4cccc(OC)c4oc3=O)n2)c1 do in these assays?
ER stress death: 3

How did CC(=O)Nc1ccc2oc(-c3ccc(Cl)cc3)nc2c1 do in these assays?
ER stress death: 5

Results for COc1cc(/C=N/NC(=O)CNC(=O)/C=C/c2ccco2)ccc1O ?
ER stress death: 10

How did O=C(/C=C/c1ccccc1)Nc1ccc(Cl)cc1Cl do in these assays?
ER stress death: 1

What do the screens show for `CCOC(=O)c1c(C)nc(C)c(C(=O)OCC)c1-c1cccc(NC(=O)c2ccc(F)cc2)c1`?
ER stress death: 115*

What do the screens show for `Cc1ccc(NCC(=O)N/N=C\c2cc(Cl)ccc2O)cc1`?
ER stress death: 18

How did CCc1ccc(OCC(=O)Nc2cccc(S(N)(=O)=O)c2)cc1 do in these assays?
ER stress death: -5

Results for O=P(c1ccccc1)(c1ccccc1)C(O)c1ccco1 (configuration not stated) ?
ER stress death: 4

How did CC(=O)Nc1ccc(N2C(=O)c3cccc4c([N+](=O)[O-])ccc(c34)C2=O)cc1 do in these assays?
ER stress death: 4

What do the screens show for `O=C(Cc1ccccc1)Nc1ccc(OC(F)F)cc1`?
ER stress death: 5

What do the screens show for `COc1cc(/C=C2\C=C(c3ccc(Cl)cc3)OC2=O)c([N+](=O)[O-])cc1OC`?
ER stress death: 0

What do the screens show for `C=CCn1c2ccccc2n2cc(-c3cccs3)nc12`?
ER stress death: 0

How did Cc1nc2c(Cl)cccc2c2c1CC(C(C)(Cl)Br)O2 (configuration not stated) do in these assays?
ER stress death: 7

How did COc1ccccc1C(=O)NN1C(=O)/C(=C2/C(=O)N(CC(=O)O)c3ccccc32)SC1=S do in these assays?
ER stress death: 25

What do the screens show for `COc1ccc(-c2cc(-c3ccc(Cl)cc3)c(C#N)c(N)n2)cc1`?
ER stress death: 5

How did O=C(Nc1ccccc1)C1CCCN1C1CCCCC1 (configuration not stated) do in these assays?
ER stress death: 7

What do the screens show for `C(#Cc1ccccc1)CN1CCOCC1`?
ER stress death: 7

Results for COc1ccc(S(=O)(=O)N(CC(=O)NCCc2ccccc2)Cc2ccccc2)cc1 ?
ER stress death: 6

Random excerpt: 3 records from the list.
What do the screens show for `O=C(Cc1ccccc1)Nc1ccc(OC(F)F)cc1`?
ER stress death: 5

Results for Cc1ccc(NC(=O)/C=C/c2ccccc2)c([N+](=O)[O-])c1 ?
ER stress death: 0

How did O=C(Nc1ccccc1)C1CCCN1C1CCCCC1 (configuration not stated) do in these assays?
ER stress death: 7

Among those listed so far, these contain four or more nitrogen atoms.
What do the screens show for `Cc1cc(C(=O)N/N=C/c2ccc(Br)c([N+](=O)[O-])c2)n[nH]1`?
ER stress death: 1

What do the screens show for `O=[N+]([O-])c1ccc(Cl)c(/C=N/Nc2nc3ccccc3s2)c1`?
ER stress death: 5

Results for COc1ccc(NC(=O)c2cc3n(n2)C(C(F)(F)F)CC(c2ccco2)N3)c(OC)c1 (configuration not stated) ?
ER stress death: -11

How did Cc1ccc2c(C)nc(Nc3nc(-c4ccccc4)cc(=O)[nH]3)nc2c1 do in these assays?
ER stress death: 4

Results for Oc1ccc(/C=N/Nc2cc(N3CCCC3)nc(N3CCCC3)n2)cc1O ?
ER stress death: 0

Results for CCN(CC)c1ccc(/C=N/NC(=O)c2cc(-c3ccc(Cl)cc3)n[nH]2)cc1 ?
ER stress death: 7

How did CCSc1nc(NN)c2c3c(sc2n1)CN(C)CC3 do in these assays?
ER stress death: -3

What do the screens show for `COc1cc(N/N=C(\C)c2ccc(I)cc2)ncn1`?
ER stress death: 6

Results for Cc1cc(Nc2ccccc2)nc(N)n1 ?
ER stress death: 7

Results for CC(/C=N\NC(=O)c1cc(C(C)(C)C)[nH]n1)=C\c1ccccc1 ?
ER stress death: 2

Results for Cc1cccc(-c2cc(NC(=O)c3ccccc3[N+](=O)[O-])n[nH]2)c1 ?
ER stress death: 2

How did CCc1ccc(/C(C)=N/Nc2nc(-c3ccccc3)nc(C)c2C)cc1 do in these assays?
ER stress death: 17

How did CCOc1ccc(-c2cc(C(=O)Nc3ncn[nH]3)c3ccccc3n2)cc1 do in these assays?
ER stress death: 4

What do the screens show for `C/C(=N\N)C1(O)CCC2C3CCC4=C/C(=N\N)CCC4(C)C3CCC21C` (configuration not stated)?
ER stress death: 14

What do the screens show for `O=c1[nH]cnc(O)c1C(c1ccc(F)cc1)c1c(O)nc[nH]c1=O`?
ER stress death: 9
